Assay outcomes: PubChem, National Center for Advancing Translational Sciences (NCATS)
RECQ1 helicase: inhibitors of human RECQ1 DNA helicase; Potency, µM (series often up to 57.3 µM), without a hit: at the top dose activity, negative = inhibition, hits mostly inhibitors; RECQ1 DNA unwinding, red fluorescence kinetic read; P46063; actives 0.54% (n = 240,000);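 also: plate controls were vehicle for no effect and no enzyme for full effect; nearly all actives have a fitted effect of over 30% in size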
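50 nM RECQ1T1 preincubated 15 min with compound in Tris pH 8.0 buffer with MgCl2, DTT, Tween-20 and 2.5 ug/ml poly(dI-dC); started with 200 nM TAMRA/BHQ-2 forked duplex and 2 mM ATP. Unwinding read as fluorescence (525/598 nm), two reads 2 h apart.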
TexasRed fluor: counter-screen for TRb-SRC2 inhibitors: fluorescence interference; TRb/SRC2 Texas Red total fluorescence interference; Potency, µM (doses to about 106 µM), for inactives: top-dose fluorescence change, negative = quenching; actives 0.29% (n = 280,000); active = well fitted curve in either direction with a large enough effect; inconclusive = small, poorly fitted or top-dose-only effect
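Human TRβ ligand-binding domain (0.6 uM) and Texas Red SRC2 peptide (20 nM) in Tris buffer with 1 uM T3 and 5% DMSO were incubated with pinned compound for 5 hr at ambient temperature. Total fluorescence was computed as S + 2P (555/632 nm).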
TRb SRC2 PPI: disrupts binding of human TR beta to SRC2. TRbeta-SRC2 peptide binding, fluorescence polarization; receptor liganded with 1 µM T3. Potency, µM (series often up to 106 µM), inactives show at the top dose activity change, negative = inhibition, most hits filed as inhibitors. actives 0.065% (n = 280,000);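 also: plate controls were bound peptide for no effect and peptide without receptor for full effect; nearly all actives have a fitted effect of over 50% in size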
Target sequence (P10828 whole entry, looked up): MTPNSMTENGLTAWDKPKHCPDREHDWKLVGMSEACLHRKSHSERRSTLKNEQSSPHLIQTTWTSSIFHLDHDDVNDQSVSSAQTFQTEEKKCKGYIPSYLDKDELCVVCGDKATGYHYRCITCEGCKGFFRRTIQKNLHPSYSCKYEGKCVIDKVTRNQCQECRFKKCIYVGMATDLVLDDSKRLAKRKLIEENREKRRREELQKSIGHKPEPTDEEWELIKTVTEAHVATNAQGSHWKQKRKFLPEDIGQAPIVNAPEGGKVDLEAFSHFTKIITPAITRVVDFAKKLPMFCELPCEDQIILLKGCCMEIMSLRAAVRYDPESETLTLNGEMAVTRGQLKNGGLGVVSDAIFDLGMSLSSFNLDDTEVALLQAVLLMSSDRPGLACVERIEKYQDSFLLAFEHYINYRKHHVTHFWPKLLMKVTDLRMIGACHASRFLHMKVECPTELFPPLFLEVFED
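Quantitative HTS by FP: 0.6 uM TRb LBD, 20 nM labeled SRC2 20-mer, 1 uM T3, 5% DMSO; 5 hr ambient incubation; % activity per concentration and potencies from concentration series.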
* = called active by the depositor; i = inactive; ? = inconclusive. Unless noted, calls follow the shape of the dose curve; as a rule, active = well fitted curve in the direction sought with a large enough effect; inconclusive = small, poorly fitted or top-dose-only effect, or another doubt; inactive = no such curve, though single readings can be large; an effect the other way counts as inactive or inconclusive. Unless noted, % is scaled to controls: 0 for no effect and ±100 for the full control effect; potency is read from the fitted curve at half-maximal effect.

Results follow in this order: RECQ1 helicase, TexasRed fluor, TRb SRC2 PPI
> CC(C)CCCC(C)CCCC(C)CCCC(C)C(=O)O (stereo not drawn)
 : -11%, -25%, 4%
> O=[N+]([O-])c1cccc(CN2C(COCc3ccccc3)CCC=CS2(=O)=O)c1 (stereo not drawn)
 : -8%, -1%, 7%
> CC1CCC2C(C)C3C(CC4[C@@H]5CC=C6C[C@@H](O)CC[C@]6(C)C5CC[C@]34C)N2C1 (stereo partly drawn)
 : ?, 1%, -2%
> O=C(Nc1cccc(C(F)(F)F)c1)Nc1cc(Cl)ccc1C(=O)O
 : -12%, 1%, 7%
> CC[C@@H](C)[C@@H](O)[C@H](C)C(=O)[C@H](C)/C=C(\C)C[C@H](C)[C@@H]1OC(=O)[C@H]1CC
 : 5%, -4%, 0%
> NCC(=O)N[C@@H](CCCN=C(N)N)C(=O)NCC(=O)N[C@@H](CC(=O)O)C(=O)N[C@@H](CO)C(=O)O
 : 9%, -1%, 3%
> CCCC1([C@H](O)C/C=C/[C@H]2[C@H](O)CC(=O)[C@@H]2CCCCCCC(=O)OC)CCC1
 : -14%, 3%, 6%
> O=C(N[C@@H](c1ccccc1)[C@H](O)c1ccccc1)[C@@H]1CCCN1C(=O)OCc1ccccc1
 : i, 0%, -7%
> C#CC(C)OC(=O)Nc1cccc(Cl)c1 (stereo not drawn)
 : 7%, -2%, 0%
> CCCCCCCCCCCCC/C=C/C(O)C(COP(=O)(O)OCCN)NC(=O)CCCCCCCCCCCCCCCCC (stereo not drawn)
 : -16%, -3%, -5%
> CCOC(=O)[C@H](Cc1ccc(O)cc1)NC(=O)c1ccccc1
 : -8%, -3%, 0%
> COc1cccc(-c2nnc3n2N=C(c2ccccc2OC)CS3)c1
 : i, 1%, -1%
> CC(=O)C[C@@H](c1ccccc1)c1c(O)c2ccccc2oc1=O
 : -25%, -26%, -3%
> COC(=O)[C@H](CC(C)C)NC(=O)c1ccc(NC[C@@H](N)CS)cc1-c1cccc2ccccc12
 : -16%, 3%, 2%
> COc1ccc(C(OCCN2CCC[C@H](C(=O)O)C2)(c2ccc(OC)cc2)c2ccc(OC)cc2)cc1
 : 8%, -10%, -5%
> CCC[C@@H]1CCCO[C@@](C(=O)NCCN2CCOCC2)(C(F)(F)F)C1
 : -5%, -2%, 7%
> CC[C@H](C)[C@H](NC(=O)CNC(=O)[C@H](CCCNC(=N)N)NC(=O)[C@H](CO)NC(=O)[C@H](C)NC(=O)[C@H](Cc1ccc(O)cc1)NC(=O)[C@H](Cc1c[nH]c2ccccc12)NC(=O)[C@H](C)NC(=O)[C@@H]1CCCN1C(=O)[C@H](CC(N)=O)NC(=O)[C@@H](NC(=O)[C@H](CC(=O)O)NC(=O)[C@@H]1CCCN1C(=O)[C@@H](N)[C@@H](C)O)[C@@H](C)CC)C(=O)N[C@@H](CCCNC(=N)N)C(=O)N1CCC[C@H]1C(=O)N[C@H](C(=O)NCC(=O)N[C@@H](CCCNC(=N)N)C(=O)N[C@@H](Cc1ccccc1)C(N)=O)C(C)C
 : -3%, -6%, -2%
> COc1ccc(OC)c(C2=Nn3c(nnc3-c3ccccc3O)SC2)c1
 : i, 0%, -2%
> C/C=C1\COC(C(=O)NCCOCCO)(C(F)(F)F)C=C1C=C1CCCCC1 (stereo not drawn)
 : i, -1%, -12%
> CC(=O)c1ccc(C2CC34CNS(=O)(=O)C3CC2O4)cc1 (stereo not drawn)
 : 17%, 0%, 2%
> COc1ccc(C2=Nn3c(nnc3-c3cccc(OC)c3OC)SC2)cc1OC
 : -4%, -2%, -1%
> O=C(O)c1ccccc1Nc1cc(Cl)cc(Cl)c1
 : -5%, -4%, 2%
> Cc1noc(C)c1-c1ccc2ncnc(NCc3cccc(Cl)c3)c2c1
 : i, 0%, 5%
> CC(C)C[C@H](NC(=O)CNC(=O)[C@H](C)NC(=O)[C@H](CC(C)C)NC(=O)[C@H](CCCNC(=N)N)NC(=O)[C@H](Cc1cnc[nH]1)NC(=O)[C@@H](NC(=O)[C@@H](NC(=O)[C@@H]1CSSC[C@H](NC(=O)[C@@H](N)CO)C(=O)N[C@@H](CC(N)=O)C(=O)N[C@@H]([C@@H](C)O)C(=O)N[C@@H](C)C(=O)N[C@@H]([C@@H](C)O)C(=O)N1)C(C)C)[C@@H](C)O)C(=O)N[C@@H](CC(C)C)C(=O)N[C@@H](CO)C(=O)N[C@@H](CCCNC(=N)N)C(=O)N[C@@H](CO)C(=O)NCC(=O)NCC(=O)N[C@H](C(=O)N[C@H](C(=O)N[C@@H](CCCCN)C(=O)N[C@@H](CC(=O)O)C(=O)N[C@@H](CC(N)=O)C(=O)N[C@@H](Cc1ccccc1)C(=O)N[C@H](C(=O)N1CCC[C@H]1C(=O)N[C@H](C(=O)N[C@@H](CC(N)=O)C(=O)N[C@H](C(=O)NCC(=O)N[C@@H](CO)C(=O)N[C@@H](CCCCN)C(=O)N[C@@H](C)C(=O)N[C@@H](Cc1ccccc1)C(N)=O)C(C)C)[C@@H](C)O)C(C)C)C(C)C)C(C)C
 : -8%, 2%, -5%
> CC(=O)OCC(NC(=O)C(C)NC(=O)OC(C)(C)C)C1OC(n2cc(C)c(=O)[nH]c2=O)C(OC(C)=O)C1OC(C)=O (stereo not drawn)
 : -2%, -2%, -3%
> COc1ccc(C2/C=C\CN(CC(C)C)C(Cc3ccccc3)C(=O)N2Cc2ccc(F)cc2)cc1 (stereo not drawn)
 : i, 0%, 7%
> COC(=O)[C@H](CCSC)NC(=O)c1ccc(NC[C@@H](N)CS)cc1-c1ccccc1
 : -3%, -4%, 2%
> CN(C)c1ccc(/C=C2\C(=O)Nc3ccccc32)c2ccccc12
 : -10%, -1%, -4%
> CCN(C/C=C/C#CC(C)(C)C)Cc1cccc(OCc2cc(-c3ccsc3)cs2)c1
 : -24%, 14%, 0%
> COc1ccc(-c2cc(C3C4C=CCC(C)C4C(=O)N3Cc3ccccc3)ccc2F)cc1 (stereo not drawn)
 : i, -4%, -4%
> CCC1(c2ccccc2)NC(=O)NC1=O (stereo not drawn)
 : -14%, -24%, 5%
> CC[C@H](C)[C@H](N)C(=O)N[C@H]1CCC(=O)NCC(C(=O)N[C@@H](Cc2ccc(O)cc2)C(=O)N[C@@H](CCCNC(=N)N)C(=O)N[C@@H](CC(C)C)C(=O)N[C@@H](CCCNC(=N)N)C(=O)N[C@@H](Cc2ccc(O)cc2)C(N)=O)NC(=O)[C@@H]2CCCN2C(=O)[C@@H](NC(=O)[C@@H](N)[C@@H](C)CC)CCC(=O)NCC(C(=O)N[C@@H](Cc2ccc(O)cc2)C(=O)N[C@@H](CCCNC(=N)N)C(=O)N[C@@H](CC(C)C)C(=O)N[C@@H](CCCNC(=N)N)C(=O)N[C@@H](Cc2ccc(O)cc2)C(N)=O)NC(=O)[C@@H]2CCCN2C1=O (stereo partly drawn)
 : -4%, -3%, 0%
> CC(C)C(C(=O)O)N1C(=O)/C(=C/c2ccc(Br)cc2)SC1=S (stereo not drawn)
 : -16%, 0%, -1%
> Nc1nc(-c2nn(Cc3ccccc3F)c3ncccc23)ncc1C1CC1
 : 0%, -8%, -6%
> O=c1ncccn1[C@@H]1O[C@H](CO)[C@@H](O)[C@H]1O
 : -3%, 3%, 0%
> CC(=O)OCC(NC(=O)C(C)NC(=O)OC(C)(C)C)C1OC(n2cc(F)c(=O)[nH]c2=O)C(OC(C)=O)C1OC(C)=O (stereo not drawn)
 : i, -2%, -5%
> CNc1nc(Cl)nc2c1ncn2CC(COC(=O)C(C)(C)C)COC(=O)C(C)(C)C
 : 11%, -5%, -5%
> CCCCCN(CCCCC)C(=O)[C@H](CCC(=O)O)NC(=O)[C@H](Cc1ccc(OP(=O)(O)O)cc1)NC(C)=O
 : -16%, ?, -3%
> COc1cc(OC)c2c(C)cc(=O)oc2c1C(CCN1CCCC(C)C1)c1ccc(N(C)C)cc1 (stereo not drawn)
 : -3%, -2%, -3%
> CSCC[C@H](N)C(=O)N[C@@H](CCCN=C(N)N)C(=O)N[C@@H](Cc1ccccc1)C(=O)N[C@@H](Cc1ccccc1)C(=O)N[C@H](C(=O)O)C(C)C
 : -9%, -2%, 0%
> CC(C)=CCC/C(C)=C/CC/C(C)=C/CC/C(C)=C/C(=O)O
 : -17%, 3%, 4%
> CC(OCc1ccccc1)C(NC(=O)OC(C)(C)C)C(=O)NC1COC2CC(n3cc(F)c(=O)[nH]c3=O)OC12 (stereo not drawn)
 : i, -1%, 7%
> COc1ccc(C2/C=C\CN(Cc3ccccc3)CC(=O)N2Cc2ccc(F)cc2)cc1 (stereo not drawn)
 : i, 0%, 5%
> CCn1c(=O)n(C2=C(CO)CN(CC3CCCCCCC3)CC2)c2ccccc21
 : -15%, 0%, 4%
> CCOc1ccccc1-c1nnc2n1N=C(c1ccc(OC)c(OC)c1)CS2
 : -7%, -7%, -8%
> CSCC[C@H](NC(=O)[C@H](CC(C)C)NC(=O)CCNC(=O)[C@@H](NC(=O)[C@H](Cc1ccccc1)NC(=O)[C@H](CO)NC(=O)[C@@H](N)CC(=O)O)C(C)C)C(N)=O
 : -7%, -1%, 6%
> NCCCCCCCCCCNCCCN
 : 14%, -1%, 2%
> CC12CCC=CC1C(c1ccc3ccccc3c1)N(Cc1ccccc1)C2=O (stereo not drawn)
 : -15%, -1%, 4%
> COc1ccc(/C=C/c2ccccc2)cc1C1C2C=CCCC2(C)C(=O)N1Cc1ccccc1 (stereo not drawn)
 : i, -1%, 7%
> NCCNS(=O)(=O)c1ccc(Cl)c2ccncc12
 : 6%, -2%, -8%
> C=C1CCN(C(CC(C)C)C(=O)NCCCc2ccccc2)S(=O)(=O)c2ccccc21 (stereo not drawn)
 : i, -3%, -2%
> COC(=O)C(CC(C)C)NS(=O)(=O)c1cc(Br)ccc1Br (stereo not drawn)
 : 1%, -1%, -1%
> CCCCC(C)/C=C(C)/C=C(\C)C(=O)NC1=CC(O)(/C=C/C=C/C=C/C(=O)NC2=C(O)CCC2=O)C2OC2C1=O (stereo not drawn)
 : ?, -18%, -13%

2 of these compounds, reformatted.
Compound	RECQ1 helicase	TexasRed fluor	TRb SRC2 PPI
CSCC[C@H](NC(=O)[C@H](CC(C)C)NC(=O)CCNC(=O)[C@@H](NC(=O)[C@H](Cc1ccccc1)NC(=O)[C@H](CO)NC(=O)[C@@H](N)CC(=O)O)C(C)C)C(N)=O	-7%	-1%	6%
NCCCCCCCCCCNCCCN	14%	-1%	2%

By substructure: the entries above containing an aryl methoxy group
Results follow in this order: RECQ1 helicase, TexasRed fluor, TRb SRC2 PPI
> COc1cccc(-c2nnc3n2N=C(c2ccccc2OC)CS3)c1
 : i, 1%, -1%
> COc1ccc(C(OCCN2CCC[C@H](C(=O)O)C2)(c2ccc(OC)cc2)c2ccc(OC)cc2)cc1
 : 8%, -10%, -5%
> COc1ccc(OC)c(C2=Nn3c(nnc3-c3ccccc3O)SC2)c1
 : i, 0%, -2%
> COc1ccc(C2=Nn3c(nnc3-c3cccc(OC)c3OC)SC2)cc1OC
 : -4%, -2%, -1%
> COc1ccc(C2/C=C\CN(CC(C)C)C(Cc3ccccc3)C(=O)N2Cc2ccc(F)cc2)cc1 (stereo not drawn)
 : i, 0%, 7%
> COc1ccc(-c2cc(C3C4C=CCC(C)C4C(=O)N3Cc3ccccc3)ccc2F)cc1 (stereo not drawn)
 : i, -4%, -4%
> COc1cc(OC)c2c(C)cc(=O)oc2c1C(CCN1CCCC(C)C1)c1ccc(N(C)C)cc1 (stereo not drawn)
 : -3%, -2%, -3%
> COc1ccc(C2/C=C\CN(Cc3ccccc3)CC(=O)N2Cc2ccc(F)cc2)cc1 (stereo not drawn)
 : i, 0%, 5%
> CCOc1ccccc1-c1nnc2n1N=C(c1ccc(OC)c(OC)c1)CS2
 : -7%, -7%, -8%
> COc1ccc(/C=C/c2ccccc2)cc1C1C2C=CCCC2(C)C(=O)N1Cc1ccccc1 (stereo not drawn)
 : i, -1%, 7%

Only part of the results is shown; count on the stated rates, not on these rows.
